POLB inh: blocks human DNA polymerase beta activity; P06746; Pol beta primer extension/strand displacement, fluorescence kinetic; 340,000 tested, 1.3% active; Potency, µM (series often up to 114 µM), without a hit: at the top dose activity change, negative = inhibition, most hits filed as inhibitors; AID 485314; further: potency means the concentration at half of the fitted maximal effect; on the % scale 0 is the no-effect control and ±100 the full control effect
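Values derive from four-parameter Hill fits of normalized kinetic data: reads at 0 and 10 min following addition of 50 nM substrate to 10 nM Pol beta preincubated 15 min with compound.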
12-LOX inh: blocks human arachidonate 12S-lipoxygenase; P18054; purified 12hLO, xylenol orange hydroperoxide absorbance; Potency, µM (doses to about 108 µM), inactives show top-dose activity change, negative = inhibition, actives largely listed as inhibitors; 580,000 tested, 1.1% active; AID 1671190; further: potency means the concentration at half of the fitted maximal effect; on the % scale 0 is the no-effect control and ±100 the full control effect
Target sequence (P18054 whole entry, looked up): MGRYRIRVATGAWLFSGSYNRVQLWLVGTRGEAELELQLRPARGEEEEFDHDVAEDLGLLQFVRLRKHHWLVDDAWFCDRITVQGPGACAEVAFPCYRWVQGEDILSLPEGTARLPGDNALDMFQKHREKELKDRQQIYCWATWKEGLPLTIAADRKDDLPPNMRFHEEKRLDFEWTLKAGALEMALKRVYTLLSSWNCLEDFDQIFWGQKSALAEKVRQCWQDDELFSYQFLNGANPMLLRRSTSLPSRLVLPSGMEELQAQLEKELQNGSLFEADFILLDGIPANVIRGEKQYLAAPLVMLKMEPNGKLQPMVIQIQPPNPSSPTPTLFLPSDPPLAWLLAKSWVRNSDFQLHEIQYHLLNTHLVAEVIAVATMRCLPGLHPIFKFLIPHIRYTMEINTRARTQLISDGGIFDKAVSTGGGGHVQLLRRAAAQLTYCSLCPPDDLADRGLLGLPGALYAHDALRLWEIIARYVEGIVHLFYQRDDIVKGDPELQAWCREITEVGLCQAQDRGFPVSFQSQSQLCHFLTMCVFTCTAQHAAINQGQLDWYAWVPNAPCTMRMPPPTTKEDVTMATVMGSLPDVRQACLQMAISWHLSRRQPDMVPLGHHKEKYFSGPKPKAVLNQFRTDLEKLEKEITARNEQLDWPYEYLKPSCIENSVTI
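Hydroperoxide product was detected by ferrous iron/xylenol orange as the 573 to 405 nm absorbance ratio. Arachidonic acid at 40 uM (final) was turned over for 30 min at room temperature by 150 nM human 12hLO, pH 7.0 Hepes buffer, after 15 min compound preincubation.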
ERG Ets-DNA blk: ERG Ets/DNA interaction inhibition; P11308; fluorescence polarization, His-ERG Ets domain / labelled DNA; Potency, µM (top dose mostly 76.9 µM), for the others: at the top dose FP activity, negative = inhibition, hits mostly inhibitors; 370,000 tested, 0.028% active; AID 624246; active means well fitted inhibition curve with a large enough effect in the polarisation, with a control signal flat; inconclusive means small, poorly fitted or top-dose-only effect, or effect the other way, or a change in a side signal; inactive means no such curve, though single readings can be large or run the other way; the % refers to the polarisation;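 further: polarization taken with two DNA probes labelled with fluorescein and Texas red; potency means the concentration at half of the fitted maximal effect; % of control where 0% means no effect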
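His-tagged ERG Ets domain (1 uM in the protein solution; 300mM KCl, 50mM Tris-HCl, 1mM EDTA, 1mM DTT, pH 7.5) received compound, then a probe mix of 5 nM fluorescein-DNA and 100nM Texas-615-DNA. Fluorescence polarization was read for both dyes.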
Pol kappa inh: blocks human DNA polymerase kappa activity. purified Pol kappa, fluorescent DNA synthesis assay, 10 min. Q9UBT6. Potency, µM (series often up to 107 µM), for inactives: top-dose activity, negative = inhibition, usual class: inhibitors. 400,000 tested, 0.53% active. AID 588579; further: potency means the concentration at half of the fitted maximal effect; on the % scale 0 is the no-effect control and ±100 the full control effect
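Kinetic fluorescence readout at 0 and 10 min followed reaction start with substrate at 50 nM final. Beforehand, enzyme (10 nM Pol kappa) stood 15 min with compound at room temperature; buffer-only wells were negative controls.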
LDHA inh: LDHA (human) enzyme inhibition. 480,000 tested, 0.15% active. P00338. purified LDHA, NADH/diaphorase-resazurin fluorescence; stronger effect = lower value. activity change, % (values are at about 110 or 230 µM); in the data active means activity change below about -30%; inconclusive means mostly about -25% to -30%;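 further: plate controls were DMSO wells for no effect and wells without enzyme for full effect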
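LDH5 2 nM; NADH 0.06 mM, pyruvate 0.2 mM; 200 mM Tris pH 7.4, EDTA, Tween-20; 5 min RT. Detection: diaphorase 0.133 mg/mL + resazurin 37 µM, fluorescence ex540/em590 at 0 and 20 min; normalized to enzyme-free and DMSO wells.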
APEX1 inh: APE1 (human) endonuclease inhibition. P27695. recombinant APE1, TAMRA/BHQ-2 abasic DNA cleavage fluorescence. Potency, µM (doses to about 65.8 µM), for the others: top-dose activity change, negative = inhibition, most hits filed as inhibitors. 350,000 tested, 0.35% active. AID 2517;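 further: potency means the concentration at half of the fitted maximal effect; plate controls were vehicle for no effect and reference inhibitor for full effect; nearly all actives have a fitted effect of over 55% in size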
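Step 1: APE1 (0.75 nM) with compound, 15 min RT. Step 2: add 50 nM fluorophore/quencher THF duplex. Step 3: three fluorescence reads 60 s apart (525/598 nm); read 3 minus read 1 = reaction progress.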
Anesthetic bind: candidate novel general anesthetic via apoferritin binding. apoferritin/1-aminoanthracene competitive binding, fluorescence. Potency, µM (highest dose often 77.5 µM), inactives show top-dose activity change, negative = displacement, most hits filed as inhibitors. 350,000 tested, 0.074% active. AID 485281; further: potency means the concentration at half of the fitted maximal effect; on the % scale 0 is the no-effect control and ±100 the full control effect; nearly all actives have a fitted effect of over 20% in size
Target sequence (P02791 2-175 limits assumed): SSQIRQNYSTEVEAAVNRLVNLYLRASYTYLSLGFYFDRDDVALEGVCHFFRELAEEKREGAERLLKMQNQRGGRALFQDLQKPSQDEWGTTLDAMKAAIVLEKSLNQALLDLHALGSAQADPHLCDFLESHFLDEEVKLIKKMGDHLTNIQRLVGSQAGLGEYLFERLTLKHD
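Read-out: endpoint 1-AMA fluorescence, excitation 380 nm and emission 535 nm, after compounds sit 10 min at room temperature with 10 uM horse-spleen apoferritin in 50% saturated 1-AMA/PBS. Values come from four-parameter Hill fits.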
Pol eta inh: DNA polymerase eta (human) inhibition; Q9Y253; recombinant Pol eta, fluorescent DNA replication assay; Potency, µM (highest dose often 114 µM), for inactives: top-dose activity change, negative = inhibition, hits mostly inhibitors; 390,000 tested, 1.2% active; AID 588591; further: potency means the concentration at half of the fitted maximal effect; on the % scale 0 is the no-effect control and ±100 the full control effect
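Fluorescent replication assay: 50 nM final substrate added after a 15 min room-temperature compound preincubation with 10 nM enzyme. Signal taken at 0 min and again at 10 min.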
RGS4 inhibitor: human RGS4 inhibition; P49798; Transcreener GDP fluorescence polarization, RGS4-accelerated GTP hydrolysis; Potency, µM (top dose mostly 114 µM), inactives show at the highest dose activity change, negative = inhibition, usual class: inhibitors; 390,000 tested, 0.039% active; further: potency means the concentration at half of the fitted maximal effect; on the % scale 0 is the no-effect control and ±100 the full control effect; nearly all actives have a fitted effect of over 75% in size; some results filed as inactive show a strong effect at the top dose
Target sequence (P49798 whole entry, looked up): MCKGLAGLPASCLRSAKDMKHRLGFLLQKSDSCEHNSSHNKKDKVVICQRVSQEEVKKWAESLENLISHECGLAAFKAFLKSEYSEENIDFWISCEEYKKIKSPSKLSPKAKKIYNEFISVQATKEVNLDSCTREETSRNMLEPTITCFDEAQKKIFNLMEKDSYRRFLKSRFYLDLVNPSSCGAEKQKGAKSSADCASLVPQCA
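MLSMR compounds (23 nl, pin-transferred) preincubated 10 min at room temperature with a 500nM (2x) first reagent, then RGS4 at 900nM (2x) plus Transcreener GDP mix added; fluorescence polarization (620/688 nm) read before and after 90 min at 30 °C.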
Numbers without * were called inactive; ? = inconclusive; · = no result given; & = joins results of further samples; [ ] = remark or other dose. Unless noted, the call rests on the fitted dose curve; in most records, active means well fitted curve in the direction sought with a large enough effect; inconclusive means small, poorly fitted or top-dose-only effect, or another doubt; inactive means no such curve, though single readings can be large; an effect the other way counts as inactive or inconclusive. These rows are one share of the data; rates above refer to the full screens.

SMILES	POLB inh	12-LOX inh	ERG Ets-DNA blk	Pol kappa inh	LDHA inh	APEX1 inh	Anesthetic bind	Pol eta inh	RGS4 inhibitor
COc1ccc(C(=O)N2CCN(C(=O)C3COc4ccccc4O3)CC2)cc1 (centres undefined)	1%	19%	1%	-41%	-8	-11%	-3%	-17%	-12%
CCN(C(=O)COC(=O)CCS(=O)(=O)c1ccccc1)c1c(N)n(Cc2ccccc2)c(=O)[nH]c1=O	·	0%	4%	2%	0	·	·	0%	-8%
CCC1CCC(C(=O)NNC(=O)c2cc(-c3ccco3)[nH]n2)CC1 (centres undefined)	?	?	12%	-9%	-6	28%	?	-6%	-17%
Cc1ccc2oc(C(=O)Nc3nc(-c4ccc(F)cc4)ns3)c(C)c2c1	44%	-13%	-16%	9%	1	·	1%	10%	2%
CCN(CC(=O)Nc1ccc(N2CCOCC2)cc1)C(=O)c1ccc(C#N)cc1	11%	0%	-13%	-4%	-8	1%	-7%	0%	11%
Cc1cccc(NC(=O)CSc2nnc3scc(-c4ccccc4)n23)c1	30%	2%	-7%	8%	-6	·	-13%	·	-9%
Nc1nc(C(F)(F)F)c(Br)c(=O)n1N	14%	?	-4%	8%	-6	-3%	-1%	-1%	-10%
Cc1cc(C)nc(NS(=O)(=O)c2ccc(NC(=O)c3ccc(N4C(=O)CCC4=O)cc3)cc2)n1	9%	1%	10%	-28%	-5	5%	1%	-5%	0%
COc1ccccc1N1CCN(S(=O)(=O)CCNC(=O)Cc2ccc(Cl)cc2)CC1	0%	?	6%	-10%[60.1 µM]	-7	·	-1%	-7%	4%
CC1=CC2CC1C1C(=O)N(c3ccc(S(=O)(=O)Nc4nc(C)cc(C)n4)cc3)C(=O)C21 (centres undefined)	21%	-13%	1%	-8%	-9	0%	103%[activator]	4%	-19%
COC(=O)c1ccc(NC(=O)CC2C(=O)N(c3cccc(F)c3)C(=O)N2CC(C)C)cc1 (centres undefined)	-10%	-30%	-2%	-4%	0	·	-12%	-24%	9%
CC1CCCC(C)N1CCNC(=O)Nc1ccc(Cl)cc1 (centres undefined)	-1%	?	-2%	-2%	-6	1%	-8%	-10%	11%
COc1cccc2cc(-c3ccnc(N)n3)oc12	14%	-15%	6%	3%	-5	-1%	?	-2%	6%
O=C(N1CCCCC1)C1(c2ccccc2)CCOCC1	18%	6%	-6%	-10%	-8	3%	-8%	4%	8%
CC(=O)N[C@@H](C)c1nc2ccccc2n1CCCN1CCN(c2nc(-c3ccc(C)cc3)cs2)CC1	-3%	-1%	12%	2%	2	47%[activator]	-12%	-21%	-27%
COc1ccc(N2CC(NC(=O)N3CCN(C(=O)c4ccco4)CC3)CC2=O)cc1OC (centres undefined)	·	-5%	-2%	-10%	-4	-14%	·	-8%	7%
CC1(c2nnc(-c3ccncc3)o2)CC(c2ccc([N+](=O)[O-])cc2)=NO1 (centres undefined)	6%	1%	-6%	-19%	0	-5%	-5%	-8%	12%
Cc1ccc(S(=O)(=O)Nc2ccc(N(C)S(=O)(=O)c3ccc(C)cc3)cc2)cc1	9%	12%	9%	-5%	-1	-6%	-8%	-21%	-2%
O=C1/C(=C/c2cccnc2)Sc2ccccc21	-14%	0%	2%	2%	-1	-1%	-21%	?	-52%
O=C(Nc1ccccc1C(=O)NCc1ccccc1)c1ccco1	3%	0%	0%	-15%	-1	0%	-2%	-7%	-1%
CC(C)(C)Cc1nc(-c2ccccn2)no1	-7%	0%	-11%	-4%	2	0%	-3%	-1%	-23%
COC(=O)CN(c1cccc(C(C)=O)c1)S(C)(=O)=O	1%	-27%	1%	6%	-2	0%	1%	11%	14%
CCCNC(=S)NC1CC2CCC(C1)N2Cc1ccccc1 (centres undefined)	21%	-6%[57.4 µM]	-1%	-15%	-5	-2%	-10%	-11%	17%
COC(=O)/C=C1/N/C(=N\c2nc(C)cc(C)n2)N(c2ccccc2)C1=O	-7%	3%	11%	-11%	-4	7%	-11%	-18%	-8%
COc1cc(/C=C(\CC(=O)O)c2nc3ccccc3s2)cc(OC)c1O	1%	35µM*	13%	-10%	11	14%	2%	-18%	-35%

Just Anesthetic bind and ERG Ets-DNA blk, for some of the entries so far:
SMILES,Anesthetic bind,ERG Ets-DNA blk
CCCNC(=S)NC1CC2CCC(C1)N2Cc1ccccc1 (centres undefined),-10%,-1%
Cc1cc(C)nc(NS(=O)(=O)c2ccc(NC(=O)c3ccc(N4C(=O)CCC4=O)cc3)cc2)n1,1%,10%
Cc1ccc(S(=O)(=O)Nc2ccc(N(C)S(=O)(=O)c3ccc(C)cc3)cc2)cc1,-8%,9%

(further entries)
SMILES	POLB inh	12-LOX inh	ERG Ets-DNA blk	Pol kappa inh	LDHA inh	APEX1 inh	Anesthetic bind	Pol eta inh	RGS4 inhibitor
O=C(Nc1cccc(-c2nc3cc(Cl)ccc3o2)c1)C1CCCO1 (centres undefined)	79%	-13%	-4%	-10%	-2	-5%	-6%	-19%	3%
Cc1c(Cl)cccc1NC(=O)c1cc(-c2cccs2)on1	4%	-12%	0%	-24%	-7	·	-1%	-1%	0%
Cc1sc2nc(CN3CCCC3)nc(N3CCC(C(N)=O)CC3)c2c1C	-3%	183%[activator]	10%	-4%	-3	-2%	-14%	10%	-11%
CC1CCCC(NC(=O)CSc2ncccc2C(=O)O)C1C (centres undefined)	19%	211%[activator]	1%	-7%	2	-11%	-9%	-13%	-4%
O=C(NCc1cccs1)c1cccc(Nc2nc3ccc(Br)cc3[nH]2)c1	-37%	8%	16%	0%	2	-4%	-17%	-10%	14%
CCS(=O)(=O)c1nc(S(=O)(=O)c2ccc(C)cc2)c(NCc2ccccc2Cl)s1	42%	-14%	-2%	-3%	3	·	-7%	-13%	-5%
O=C(CNC(=O)c1ccccc1)NCC(=O)OCC(=O)c1ccc([N+](=O)[O-])cc1	28%	-15%	0%	-5%	3	-1%	-5%	-14%	-14%
O=C(Cn1c(=O)[nH]c2ccsc2c1=O)N1CCN(c2ccc(F)cc2)CC1	-11%	?	-1%	-15%	-1	10%	-1%	8%	45%
O=C(CCC(=O)N1CCSc2ccccc21)Nc1ccc(Cl)cc1	0%	-29%	-2%	-7%	1	·	-3%	-22%	9%
CCOC(=O)C1=C(CC)Nc2ccccc2N=C1NC(=O)c1cccc(S(=O)(=O)N2CCOCC2)c1	·	1%	3%	-5%	-6	1%	·	-8%	-3%
Cc1nnc(SCC(=O)Nc2ccc(S(=O)(=O)N3CCCC3)cc2)n1N	-4%	0%	-6%	2%	-1	-1%	?	-12%	16%
CC(C)(C)c1ccc(C(=O)NCCC(=O)Nc2ccc3c(c2)OCCO3)cc1	·	14%	-3%	-5%	-7	1%	·	-19%	9%
COc1ccc(N(CC(=O)Nc2cccc(C(=O)O)c2)S(=O)(=O)c2c(C)noc2C)cc1	15%	0%	6%	-25%	-18	1%	-6%	5%	-8%
COc1ccc(OC)c(C(=O)c2c(C)oc3cc(Br)c(O)c(CN(C)C)c23)c1	·	?	7%	-7%	7	·	·	-5%	8%
O=C(Nc1ccccc1)Nc1ccno1	14%	0%	4%	2%	-11	2%	4%	-16%	5%
COc1cc(CNC(C)c2ccccc2)c(Br)cc1OCC(N)=O (centres undefined)	1%	19%	6%	-6%	-6	1%	-5%	-3%	11%
Cc1ccccc1OCC(=O)N/N=C/c1cc2ccccc2nc1Cl	37%	-9%	2%	-16%	-5	2%	-10%	-19%	-19%
Cc1occc1C(=O)N/N=C/C(Br)=C\c1ccccc1	-22%	-10%	6%	-8%	-3	-7%	-7%	-12%	-14%
CCn1c(=O)cc(OCC(=O)Nc2ccccc2N2CCN(C)CC2)c2ccccc21	-10%	16%[57.4 µM]	3%	-11%	-2	-1%	-10%	-12%	-13%
Cc1ccc(C(=O)Nc2sc3c(c2C(=O)NCc2ccco2)CCCC3)cc1	21%	?	-4%	-3%	-17	4%	-3%	1%	-33%
COc1ccc2c(CNCc3ccccc3OC)c(C(=O)O)n(Cc3ccc(F)cc3Cl)c2c1	-6%	4%	-8%	3%	1	·	-18%	-13%	10%
O=C(CCCCC(=O)NN=Cc1ccccc1O)NN=Cc1ccccc1O	·	-15%	1%	-5%	-1	·	·	-21%	-33%
O=c1c2ccccc2[nH]c(=S)n1CCN1CCN(Cc2ccccc2)CC1	-19%	-16%	-4%	-16%	-6	-5%	-12%	1%	10%
Cc1cc(C)c(C#N)c(SCC(=O)NC(C)(C)C)n1	15%	8%[57.4 µM]	-10%	9%	-2	-1%	-7%	-17%	-7%
Cc1cc(NC(=O)C2CCCN(S(=O)(=O)c3c(C)noc3C)C2)no1 (centres undefined)	2%	-4%[57.4 µM]	0%	-4%	-4	-3%	1%	-19%	3%
Cc1cc(C)cc(OCC(=O)N(Cc2ccc(Cl)cc2)C2CCS(=O)(=O)C2)c1 (centres undefined)	?	-21%	1%	-24%	-8	·	-2%	-15%	4%
C=CC[C@H](CC(=O)NCCO)C(=O)NC[C@@H](OC(=O)[C@@H](CC=C)Cc1ccc(F)cc1)c1ccccc1	·	14%	3%	-5%	-1	9%	·	-4%	-32%
N#Cc1c(-c2ccccc2)no[n+]1[O-]	6%[57.1 µM]	·	·	5%[19.4 µM]	·	1%&9%&10%	·	-10%[57.1 µM]	·
